Screening data as filed in PubChem BioAssay.
TrxR1 substrate – is turned over as a substrate by rat TrxR1; purified TrxR1 substrate turnover, NADPH consumption readout; AID 588456; Potency, µM (top dose mostly 114 µM), for inactives: at the highest dose activity change, negative = substrate turnover; 390,000 tested, 0.01% active; also: potency is read from the fitted curve at half-maximal effect; % is scaled to controls: 0 for no effect and ±100 for the full control effect; nearly all actives have a fitted effect of over 50% in size
Target sequence (O89049 whole entry, looked up): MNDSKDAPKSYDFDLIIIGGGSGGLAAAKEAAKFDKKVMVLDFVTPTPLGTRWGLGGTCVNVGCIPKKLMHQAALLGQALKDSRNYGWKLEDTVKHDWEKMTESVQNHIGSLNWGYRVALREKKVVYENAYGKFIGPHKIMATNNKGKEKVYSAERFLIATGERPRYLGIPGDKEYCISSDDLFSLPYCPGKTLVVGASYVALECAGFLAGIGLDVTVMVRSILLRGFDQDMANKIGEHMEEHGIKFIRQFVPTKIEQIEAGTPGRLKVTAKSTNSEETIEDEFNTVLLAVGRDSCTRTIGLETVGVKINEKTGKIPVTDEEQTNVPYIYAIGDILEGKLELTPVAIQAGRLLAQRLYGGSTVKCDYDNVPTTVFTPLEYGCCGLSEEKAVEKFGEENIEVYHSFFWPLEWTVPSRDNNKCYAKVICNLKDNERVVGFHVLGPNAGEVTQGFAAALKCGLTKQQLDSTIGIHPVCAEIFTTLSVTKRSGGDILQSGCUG
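Rat TrxR1, dispensed at 90 nM, was prereduced with 400 uM NADPH (final) for 5 min at ~22 deg C, then incubated with compound 15 min before 400 uM selenite. A first-read NADPH fluorescence drop versus no-compound background flagged substrates.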
TRHR ag – agonists of human TRH receptor | activation, % at 2 µM | P34981 | 360,000 tested, 0.18% active | AID 493084 | TRHR cells, calcium flux fluo-8, FDSS agonist mode; in the data active = activation above about 30%; also: 0% is about no effect
Target sequence (P34981 whole entry, looked up): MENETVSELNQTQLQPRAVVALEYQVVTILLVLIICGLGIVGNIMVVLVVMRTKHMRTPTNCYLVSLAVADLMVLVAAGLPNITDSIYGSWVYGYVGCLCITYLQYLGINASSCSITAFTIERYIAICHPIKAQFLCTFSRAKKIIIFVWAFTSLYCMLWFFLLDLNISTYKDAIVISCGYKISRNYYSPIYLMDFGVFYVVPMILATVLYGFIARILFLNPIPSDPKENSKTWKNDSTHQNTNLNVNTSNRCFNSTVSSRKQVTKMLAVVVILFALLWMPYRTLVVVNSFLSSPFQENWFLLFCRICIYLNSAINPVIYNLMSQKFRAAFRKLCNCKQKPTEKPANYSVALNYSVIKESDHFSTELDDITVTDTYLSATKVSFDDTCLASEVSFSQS
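Read-out: compound-evoked intracellular calcium rise in TRHR cells, fluo-8 dye, kinetic FDSS fluorescence at 1 s/cycle following a 10-cycle baseline. Cells cultured overnight before dye loading (30 min–1.5 h, RT).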
TRHR enhancer – TRH receptor (human) allosteric enhancement. enhancement, % at 2 µM. P34981. AID 493056. 360,000 tested, 0.66% active. TRHR cells, fluo-8 calcium fluorescence, EC20 TRH enhancement; in the data active = enhancement above about 30%; also: 0% is about no effect
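Enhancer read-out: after compound pinning and an initial kinetic agonist-mode read, an EC20 of TRH (10 nM final) was injected and fluo-8 calcium signal (Ex 480/Em 530) followed at 1 s/cycle for 100 cycles in TRHR-expressing cells.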
rTrxR1 inhibitor – rat TrxR1 inhibition. 390,000 tested, 1% active. Potency, µM (highest dose often 114 µM), for inactives: at the top dose activity change, negative = inhibition, actives largely listed as inhibitors. recombinant rTrxR1, NADPH fluorescence consumption, selenite substrate. O89049; also: potency is read from the fitted curve at half-maximal effect; % is scaled to controls: 0 for no effect and ±100 for the full control effect; nearly all actives have a fitted effect of over 65% in size
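Rat TrxR1 (90 nM in the dispensed reagent) was pre-reduced with 400 uM NADPH for 5 min at room temperature, then incubated with compound for 15 min. After 400 uM selenite was added, NADPH fluorescence (Ex 340/Em 450 nm) was followed for 8 min.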
D2 ag – D2 dopamine receptor (human) agonism. HEK293 T-REx D2 cells, calcium flux agonist mode. 340,000 tested, 0.53% active. activation, % at 2 µM. P14416;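 active = activation over 3 SD above normal in the single-dose calcium agonist read, cut at about 30% in these data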; also: 0% is about no effect
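Calcium-flux readout, 1 cycle/sec over 180 s following compound pin transfer, in inducible HEK293 Trex D2 cells (force-coupled); dopamine controls included. Positive calcium responses during this window marked compounds as potential agonists.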
USP1 inh – USP1/UAF1 (human) deubiquitinase inhibition. recombinant USP1/UAF1, Ub-Rhodamine cleavage fluorescence. Potency, µM (series often up to 57.1 µM), without a hit: top-dose activity change, negative = inhibition, most hits filed as inhibitors. 390,000 tested, 0.23% active. AID 743255; also: potency is read from the fitted curve at half-maximal effect; % is scaled to controls: 0 for no effect and ±100 for the full control effect; nearly all actives have a fitted effect of over 60% in size; inactives centre near -12
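USP1/UAF1 complex (1 nM) preincubated 15 min at room temperature with compound, then Ub-Rho substrate (150 nM final) added. Kinetic fluorescence at 480/540 nm over 6 reads at 60 s intervals; 50 mM HEPES pH 7.8, 0.5 mM EDTA, 0.1 mg/ml BSA, 1 mM TCEP, 0.01% Tween-20.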
D2 antag – antagonizes the human D2 dopamine receptor; HEK293 TREx D2 cells, calcium flux, dopamine EC80; AID 485344; 340,000 tested, 2% active; inhibition, % at 10 µM; P14416; in the data active = inhibition above about 30%; also: 0% is about no effect
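Dopamine at EC80 is the agonist stimulus; test compounds precede it by 180 s. Calcium flux read kinetically in a force-coupled, inducible HEK293 T-REx D2 cell line.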
Pin1 inh – inhibitors of human Pin1. 390,000 tested, 0.009% active. Pin1 FP peptide displacement, HiFluor488, 10 min. Potency, µM (titrated, usually from 115 µM), without a hit: top-dose activity, negative = inhibition, usual class: inhibitors. Q13526; active = well fitted inhibition curve with a large enough effect in the polarisation, with a control signal flat, not every such curve was filed as active; inconclusive = small, poorly fitted or top-dose-only effect, or effect the other way, or a change in a side signal; inactive = no such curve, though single readings can be large or run the other way; the % refers to the polarisation; also: potency is read from the fitted curve at half-maximal effect; % is scaled to controls: 0 for no effect and ±100 for the full control effect
Target sequence (Q13526 whole entry, looked up): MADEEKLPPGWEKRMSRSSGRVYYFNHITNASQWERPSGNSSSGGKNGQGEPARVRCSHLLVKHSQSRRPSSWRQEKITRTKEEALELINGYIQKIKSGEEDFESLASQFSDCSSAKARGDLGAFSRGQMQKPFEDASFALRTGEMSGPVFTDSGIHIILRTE
IDH1 R132H inh – human IDH1 R132H inhibition. IDH1-R132H enzyme, NADPH consumption, diaphorase/resazurin fluorescence. O75874. 390,000 tested, 0.093% active. Potency, µM (highest dose often 76.6 µM), without a hit: at the top dose activity change, negative = inhibition, most hits filed as inhibitors; also: potency is read from the fitted curve at half-maximal effect; % is scaled to controls: 0 for no effect and ±100 for the full control effect; nearly all actives have a fitted effect of over 65% in size
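IDH1-R132H (0.5 ug/mL) preincubated 30 min with compound, then NADPH (0.016 mM) and alpha-KG (2 mM) added; 80 min at RT, pH 7.5. Remaining NADPH coupled via diaphorase/resazurin to fluorescence (540/590 nm); concentration-response curves normalized to no-enzyme control.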
* = called active by the depositor; u = inconclusive; x = not tested or not shown; & = joins results of further samples; [ ] = another dose, or the depositor's remark. Unless noted, calls follow the shape of the dose curve; as a rule, active = well fitted inhibition curve with a large enough effect; inconclusive = small, poorly fitted or top-dose-only effect; inactive = no such curve, though single readings can be large or run the other way. An excerpt (hit frequency here may not be typical).

SMILES	TrxR1 substrate	TRHR ag	TRHR enhancer	rTrxR1 inhibitor	D2 ag	USP1 inh	D2 antag	Pin1 inh	IDH1 R132H inh
Nc1cc(=O)[nH]c(SCC(=O)Nc2ncc(C(F)(F)F)cc2Cl)n1	6%[57.1 µM]	-0.2	0	4%[57.1 µM]	-0.2	-9%	-8	1%	7%
Clc1ccc(-c2csc(=Nc3ccccc3)n2Cc2ccc3c(c2)OCO3)cc1	-7%	-1.0	6	1%	0.3	-9%	x	3%	8%
C(#Cc1ccc(C#CCN2CCOCC2)cc1)CN1CCOCC1	6%[57.1 µM]	1.3	12	14%[57.1 µM]	1.7	-9%	24	-1%	-3%
CC1Cc2ccccc2N1C(=O)Cn1c(=O)oc2cc(S(=O)(=O)N3CCCCC3)ccc21 (centres undefined)	-1%	-0.5	5	15%	-0.6	u	24	u	-8%
COC(=O)C1=C(C)N(Cc2ccccc2)C(=NCC(C)C)N[C@H]1c1ccccc1	5%[57.1 µM]	0.0&3.8	-7&3	12%[57.1 µM]	x	-10%	x	u	-5%
COC(=O)c1ccc(SCc2cnc(Cl)s2)cc1	6%	1.0	-5	8%[57.1 µM]	0.6	-17%	8	-15%	9%
COc1cc(C2=Nc3ccc(Br)cc3C(c3ccccc3)N2CC(=O)NN)cc(OC)c1OC (centres undefined)	-15%	1.0	-14	u	0.7	-21%	86*	-6%	20%
CC(C)CCNC(=O)CN(C(=O)CCC(=O)Nc1ccccn1)c1ccc(F)c(Cl)c1	-3%	1.1	-3	-2%	1.1	-6%	1	6%	8%
CCOC(=O)c1[nH]c(C)c(C(=O)N2CCN(c3cccc(Cl)c3)CC2)c1C	3%	-0.6	0	5%	-0.7	-19%	16	0%	2%
Cc1ccc(-n2c(C)c3c(C)nnc(C)c3c2C)cc1	x	-0.4	1	x	0.4	x	-8	x	x
O=C1CCC/C1=C/Nc1ccc2c(c1)OCO2	-5%	0.0	4	-9%	-0.7	-4%	-2	-1%	0%
Cc1ccc2nc(C3CCN(C(=O)NCc4ccccc4)CC3)[nH]c2c1	12%	-0.6	-3	25%	-0.7	-3%	-15	5%	12%
Cc1ccc(NC(=O)N2CCC(c3nc4c(nnn4Cc4c(F)cccc4Cl)c(=O)[nH]3)CC2)cc1	7%[57.1 µM]	-0.3	4	20%	-1.0	u	3	25%	9%
O=C(NC(=S)Nc1cccc(F)c1)c1cccc([N+](=O)[O-])c1	-9%[57.1 µM]	-1.0	-6	-42%[57.1 µM]	-1.3	-1%	23	u	-5%
CSc1ccc(/C=C/C(=O)OCC(=O)N2CCc3ccccc32)cc1	6%	0.1	1	13%	x	-15%	x	12%	-5%
CC1CCCCN1C(=O)C12CCC(C)(/C(=N/O)C1)C2(C)C (centres undefined)	-6%	-0.9	3	-12%	0.6	-6%	35*	-7%	3%
COc1ccc(NC(=O)CN(C)C(=O)C(Sc2ccccc2)c2ccccc2)cc1 (centres undefined)	-4%	-0.6	-9	30%	0.0	-15%	25	7%	-2%
COc1ccccc1CNC(c1ccccc1)c1ccccc1	0%	-0.5	-5	12%	0.4	-23%	8	-6%	6%
Cc1ccc2cc(CN(CCN(C)C)C(=S)Nc3ccccc3)c(=O)[nH]c2c1C	7%[57.1 µM]	0.5	-11	27%[57.1 µM]	1.8	-2%	0	3%	2%
CCOC(=O)c1cccc(NC(=O)CC2Oc3ccccc3NC2=O)c1 (centres undefined)	9%	1.0	10	25%	x	1%	x	-1%	15%
Cc1ccc(C(=O)NCc2ccc3c(c2)OCO3)c(C)c1	5%[57.1 µM]	-1.5	-4	3%[57.1 µM]	0.1	-16%	-3	-11%	0%
COc1ccc(S(=O)(=O)N2CCCCCC2)cc1C(=O)OCc1cccc(OC)c1OC	2%	3.1	-6	-2%	0.7	-7%	-7	-1%	3%
COc1ccc(-c2nnc(SCC(=O)N3CCOCC3)o2)cc1	-4%	0.2	2	5%	0.7	-7%	13	7%	10%
COc1ccc(OC)c(S(=O)(=O)n2nnc3ccccc32)c1	-2%	0.0	-7	-4%	-1.3	-18%	-6	-5%	9%
O=S(=O)(c1ccc(NC(=S)NN=Cc2ccccc2O)cc1)N1CCCCC1	-5%[11.4 µM]	x	x	-18%[11.4 µM]	x	-8%	x	20%	46µM*

Filtered by structure, the compounds so far with a Cl atom
SMILES	TrxR1 substrate	TRHR ag	TRHR enhancer	rTrxR1 inhibitor	D2 ag	USP1 inh	D2 antag	Pin1 inh	IDH1 R132H inh
Nc1cc(=O)[nH]c(SCC(=O)Nc2ncc(C(F)(F)F)cc2Cl)n1	6%[57.1 µM]	-0.2	0	4%[57.1 µM]	-0.2	-9%	-8	1%	7%
Clc1ccc(-c2csc(=Nc3ccccc3)n2Cc2ccc3c(c2)OCO3)cc1	-7%	-1.0	6	1%	0.3	-9%	x	3%	8%
COC(=O)c1ccc(SCc2cnc(Cl)s2)cc1	6%	1.0	-5	8%[57.1 µM]	0.6	-17%	8	-15%	9%
CC(C)CCNC(=O)CN(C(=O)CCC(=O)Nc1ccccn1)c1ccc(F)c(Cl)c1	-3%	1.1	-3	-2%	1.1	-6%	1	6%	8%
CCOC(=O)c1[nH]c(C)c(C(=O)N2CCN(c3cccc(Cl)c3)CC2)c1C	3%	-0.6	0	5%	-0.7	-19%	16	0%	2%
Cc1ccc(NC(=O)N2CCC(c3nc4c(nnn4Cc4c(F)cccc4Cl)c(=O)[nH]3)CC2)cc1	7%[57.1 µM]	-0.3	4	20%	-1.0	u	3	25%	9%

(further entries)
SMILES	TrxR1 substrate	TRHR ag	TRHR enhancer	rTrxR1 inhibitor	D2 ag	USP1 inh	D2 antag	Pin1 inh	IDH1 R132H inh
Cc1ccc(S(=O)(=O)c2ccc(-n3nc(C)cc3N)cc2)cc1	-1%[57.1 µM]	-0.2	-1	3%[57.1 µM]	0.7	-5%	-13	0%	3%
Cc1ccc(S(=O)(=O)N2CCOC2CNC(=O)C(=O)NCC(C)C)cc1 (centres undefined)	-14%	-0.9	17	u	-0.1	-4%	-10	2%	-6%
Cc1cc(C)c2oc(C(=O)Nc3c(C(=O)c4ccccc4)oc4ccccc34)cc(=O)c2c1	2%	0.0	1	18%	1.0	-17%	x	1%	7%
Cc1nc2c(C)cccn2c1C(=O)N/N=C/c1ccccc1[N+](=O)[O-]	0%	-0.5	3	9%	1.7	-11%	-10	4%	-5%
COc1ccc(Cn2nnnc2C(C(C)C)N2CCN(c3ccccc3OC)CC2)cc1 (centres undefined)	-11%[57.1 µM]	-2.8	0	4%[57.1 µM]	0.2	-24%	53*	-1%	3%
O=C(Nc1c2c(nc3c1CCC3)CCCC2)c1ccccn1	1%	-0.2	15	2%	-0.9	-12%	5	-2%	1%
O=C(Nc1ccc(S(=O)(=O)Nc2ncccn2)cc1)c1ccccc1NS(=O)(=O)c1ccc(Cl)cc1	11%	-0.1	6	3%	-0.5	-23%	9	-3%	1%
O=C(O)C(C1CCCCC1)C1(O)CCCC1 (centres undefined)	8%[57.1 µM]	x	x	10%[57.1 µM]	x	-1%	x	0%	0%
CC(C)OC(=O)CSc1nc(-c2ccc(F)cc2)nc2ccc(F)cc12	15%	x	x	42%[activator]	x	-13%	x	-2%	8%
CCCn1c2ccc(F)cc2c2nnc(SCCN(CC)CC)nc21	-8%	0.5	5	-35%	-3.9	-35%	x	-9%	31%[activator]
C/C(CCN1CCCCc2nc(C)c(C)cc21)=N\O[C@H](C)c1cn([C@H](CO)Cc2ccccc2)nn1	x	-0.2	3	x	-0.9	x	-2	x	x
Cc1cccc(-n2c(-c3ccccc3)cn3c4c(=O)[nH]c(=O)n(C)c4nc23)c1	9%	-1.6	-3	29%	0.2	-24%	x	15%	6%
CCCn1c(=O)c2ccccc2n2c(SCc3nnc(-c4ccccc4Br)o3)nnc12	1%	-1.2	3	11%	0.8	-22%	11	-2%	-1%
COc1ccc(N2CCN(C(=O)c3cc(C)oc3C)CC2)cc1	-4%	0.1	-2	5%	-0.1	-16%	-8	2%	0%
CCNC(=O)c1c(C)nc2ccccn12	1%	-2.1	2	-10%	0.1	-10%	-4	-6%	11%
Cn1nnc2c(NCCc3ccccc3)ncnc21	4%[57.1 µM]	0.3	18	8%[57.1 µM]	0.6	12%	x	-7%	3%
CCN(CC(=O)Nc1ccc(NC(C)=O)cc1)C(=O)c1ccc(S(=O)(=O)N2CCCC2)cc1	-4%	x	x	0%	x	-8%	x	-2%	4%
O=C1NN(c2cccc(Br)c2)C(=O)/C1=C/c1cccs1	3%	1.9	5	-27%	2.1	-20%	-19	u	7%
CCNc1nc(NCC)n2c(SCC(=O)Nc3cc(OC)ccc3OC)nnc2n1	3%	0.8	3	21%	0.4	-7%	-8	2%	1%
COc1ccc(C(=S)N2CCN(C)CC2)cc1	-4%	1.3	-3	-7%	0.5	-15%	18	-4%	6%
CCc1ccccc1NC(=O)C1CCN(S(C)(=O)=O)CC1	-1%	x	x	21%	x	-9%	x	-4%	10%
N/C(=N\OC(=O)CCCOc1ccccc1)c1cccc([N+](=O)[O-])c1	-12%	-0.1	-5	0%	-0.5	-12%	-14	4%	-1%
O=C(c1ccco1)N(Cc1ccc(Cl)cc1)C1CCS(=O)(=O)C1 (centres undefined)	-7%	0.4	4	32%	1.2	5%	-6	u	4%

Rewritten with two lines to a compound: 3 of the compounds above.
Value order – TrxR1 substrate | TRHR ag | TRHR enhancer | rTrxR1 inhibitor | D2 ag | USP1 inh | D2 antag | Pin1 inh | IDH1 R132H inh
- O=S(=O)(c1ccc(NC(=S)NN=Cc2ccccc2O)cc1)N1CCCCC1
→ -5%[11.4 µM] | x | x | -18%[11.4 µM] | x | -8% | x | 20% | 46µM*
- Cc1ccc(S(=O)(=O)c2ccc(-n3nc(C)cc3N)cc2)cc1
→ -1%[57.1 µM] | -0.2 | -1 | 3%[57.1 µM] | 0.7 | -5% | -13 | 0% | 3%
- Cc1ccc(S(=O)(=O)N2CCOC2CNC(=O)C(=O)NCC(C)C)cc1 (centres undefined)
→ -14% | -0.9 | 17 | u | -0.1 | -4% | -10 | 2% | -6%
